Screening data deposited in PubChem by NMMLSC.
Bcl-XL Bim block: disrupts Bim peptide binding to human Bcl-XL. Q07817. inhibition, % at 10 µM. AID 1007. actives 0.04% (n = 190,000). bead flow cytometry, fluorescence
Target sequence (Q07817 whole entry, looked up): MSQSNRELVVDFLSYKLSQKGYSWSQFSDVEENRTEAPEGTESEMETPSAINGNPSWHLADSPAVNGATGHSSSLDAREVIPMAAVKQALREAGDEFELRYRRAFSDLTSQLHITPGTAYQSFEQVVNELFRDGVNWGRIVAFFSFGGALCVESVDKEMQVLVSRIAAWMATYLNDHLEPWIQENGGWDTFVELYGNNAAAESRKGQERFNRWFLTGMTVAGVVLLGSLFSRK
Bcl-2 Bim block: disrupts Bim peptide binding to human Bcl-2; P10415; Bead-based flow cytometry, Bim peptide-Bcl-2 binding; inhibition, % at 10 µM; actives 0.06% (n = 190,000); in the data active = inhibition above about 40%; inconclusive = no clear call, values can overlap the other calls;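 note: 0% = no compound wells with probe peptide and 100% = reference peptide inhibitor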
ABCB1 inh: inhibitors of human ABCB1 transporter, ABCG2 counter-screen; inhibition, % at 6.6 µM; CCRF-Adr cells, JC-1 efflux, flow cytometry; actives 0.067% (n = 190,000); P08183; in the data active = inhibition above about 40%;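 note: 0% = vehicle and 100% = reference inhibitor; higher value means more JC-1 retained so stronger ABCB1 efflux block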
Bim-Bfl-1: inhibitors of Bim-Bfl-1 interaction, human; Q16548; Bead-based flow cytometry, Bim-Bfl-1 binding inhibition; inhibition, % at 10 µM; actives 0.12% (n = 190,000);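 note: 0% = wells without compound plus tracer and 100% = blocker peptide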
ABCG2 block: inhibitors of human ABCG2 transporter, ABCB1 counter-screen | Q9UNQ0 | IgMXP3 cells, JC-1 efflux, flow cytometry | inhibition, % at 6.6 µM | actives 0.1% (n = 190,000) | AID 1325;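 active = inhibition above 80%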;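 note: 0% = DMSO and 100% = nicardipine control wells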
Target sequence (Q9UNQ0 whole entry, looked up): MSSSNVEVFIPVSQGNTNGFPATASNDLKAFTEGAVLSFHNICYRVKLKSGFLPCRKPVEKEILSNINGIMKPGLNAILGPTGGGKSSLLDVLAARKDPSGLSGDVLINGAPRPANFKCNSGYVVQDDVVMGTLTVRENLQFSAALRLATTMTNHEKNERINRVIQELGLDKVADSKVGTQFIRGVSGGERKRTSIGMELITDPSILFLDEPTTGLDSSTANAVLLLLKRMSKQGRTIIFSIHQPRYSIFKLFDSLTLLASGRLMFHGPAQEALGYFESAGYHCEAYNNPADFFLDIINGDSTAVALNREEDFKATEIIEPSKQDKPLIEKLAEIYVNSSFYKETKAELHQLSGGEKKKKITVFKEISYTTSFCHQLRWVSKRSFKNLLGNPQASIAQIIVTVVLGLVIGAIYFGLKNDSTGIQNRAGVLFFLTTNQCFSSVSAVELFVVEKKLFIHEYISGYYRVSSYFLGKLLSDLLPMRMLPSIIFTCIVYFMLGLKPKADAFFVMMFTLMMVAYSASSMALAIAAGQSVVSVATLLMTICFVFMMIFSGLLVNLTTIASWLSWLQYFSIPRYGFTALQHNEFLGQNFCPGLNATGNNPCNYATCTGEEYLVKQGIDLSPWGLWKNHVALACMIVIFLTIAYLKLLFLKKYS
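Measure – % inhibition of efflux relative to nicardipine and DMSO · Test system – ABCG2 IgMXP3 and barcoded ABCB1 CCRF-Adr cell mix · Control set – nicardipine as high control, DMSO as low control · Compound – one concentration, 6.6 µM final · Signal – flow cytometry of retained JC-1 fluorescence · Timing – 10 min exposure at 25 °C with rotation, no wash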
GSH fluor: compound fluoresces at 488/530 nm on GSH beads; fluorescence (KMESF) at 10 µM; AID 1776; actives 0.25% (n = 190,000); GSH beads flow cytometry, compound fluorescence 488/530 nm; hits give high values; in the data active = fluorescence above about 89;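 note: glutathione beads carrying GST-tagged Bcl family fusion proteins plus one bare bead set; values are compound well signal with DMSO vehicle wells as background; inactives centre near 16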
Avidin bead fluor: avidin bead compound fluorescence profile | Avidin beads, compound fluorescence 488/530 nm, flow cytometry; hits give high values | actives 0.38% (n = 220,000) | fluorescence (KMESF) at 10 µM; in the data active = fluorescence above about 47; note: inactives centre near 10
Bim-Bcl-B: inhibitors of Bim-Bcl-B interaction, human; Q9HD36; bead-based flow cytometry, Bim peptide-Bcl-B binding; actives 0.073% (n = 190,000); inhibition, % at 10 µM;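 note: 0% = tracer peptide without compound and 100% = reference inhibitor peptide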
RGS4-Gao reg: human RGS4-Galphao interaction regulation | P09471 | binding response (% of control), % at 10 µM | Multiplexed bead flow cytometry, RGS4-Galphao binding; actives lie on both sides | actives 0.33% (n = 220,000) | AID 1415; in the data active = binding response below about 49% or above about 150%; inactive = in between;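 note: fluorescent Galphao activated with aluminum fluoride binding bead-coupled RGS4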
Bcl-W Bim block: disrupts Bim peptide binding to human Bcl-W. actives 0.02% (n = 190,000). Q92843. bead-based flow cytometry. inhibition, % at 10 µM;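 note: 0% = bound tracer without compound and 100% = peptide blocker; higher means less fluorescent Bim peptide bound to Bcl-W beads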
Target sequence (Q92843 whole entry, looked up): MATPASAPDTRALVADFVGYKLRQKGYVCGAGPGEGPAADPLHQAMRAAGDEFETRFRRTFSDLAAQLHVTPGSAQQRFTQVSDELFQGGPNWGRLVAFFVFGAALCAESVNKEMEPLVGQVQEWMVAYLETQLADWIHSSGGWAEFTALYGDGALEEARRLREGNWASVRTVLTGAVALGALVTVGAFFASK
RGS7-Gao reg: modulates binding of RGS7 to human Galphao. binding response (% of control), % at 10 µM. actives 0.35% (n = 220,000). Multiplexed bead flow cytometry; actives lie on both sides. P09471. AID 1439; in the data active = binding response below about 49% or above about 150%; inconclusive = no clear call, values can overlap the other calls; inactive = in between;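 note: fluorescent Galphao held in activated GDP-AlF4 state binding bead-coupled RGS7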
* = called active by the depositor; ? = inconclusive; . = no result given. Cut-off read from the data, not from the text of the source, unless noted: active = inhibition above about 40%.

SMILES	Bcl-XL Bim block	Bcl-2 Bim block	ABCB1 inh	Bim-Bfl-1	ABCG2 block	GSH fluor	Avidin bead fluor	Bim-Bcl-B	RGS4-Gao reg	Bcl-W Bim block	RGS7-Gao reg
O=C(CN1CCCC1)Nc1cc(C(F)(F)F)ccc1Cl	0.0	-3.0	-0.1	-6.0	4.8	10	12	-3.0	101.0	-1.0	?
N=c1sccn1CC(=O)Nc1cc(Cl)ccc1[N+](=O)[O-]	0.0	-2.0	0.7	-1.0	1.6	25	10	0.0	100.3	3.0	95.5
O=C(Nc1nnc(SCc2c(Cl)cccc2Cl)s1)c1ccc2ncsc2c1	-6.0	-15.0	-0.9	-5.0	-1.4	18	7	-35.0	89.6	-13.0	90.1
N#C/C(=C\Nc1ccc2c(c1)OCCO2)c1nc(-c2ccccc2)cs1	-9.0	-2.0	5.7	3.0	7.5	12	5	-6.0	104.5	-7.0	100.3
CCN(CC)c1ccc(NC(=O)CN2CCN(c3ccc(F)cc3)CC2)cc1	-4.0	-5.0	-0.4	-6.0	-1.4	12	9	-8.0	99.9	0.0	100.3
CCOc1ccc(NC(=O)c2cccc(OC(=S)N3CCC(C)CC3)c2)cc1	0.0	-3.0	0.2	-2.0	1.5	9	11	2.0	97.8	-2.0	97.2
C#Cc1ccc([C@H]2C=C(C(=O)N3CCN(Cc4ccccc4)CC3)O[C@@H](OCc3ccc(CO)cc3)C2)cc1	0.0	-1.0	2.6	-4.0	6.6	16	5	-7.0	93.4	0.0	91.4
CN(C)CCCNS(=O)(=O)c1ccc(Cl)s1	2.0	2.0	0.2	4.0	0.2	14	12	3.0	104.2	-1.0	98.1
CCS(=O)(=O)N1CCN(Cc2ccccc2OC)CC1	-1.0	-5.0	0.1	-10.0	0.5	22	7	-7.0	98.2	3.0	97.7
O=C(Cc1ccccc1)Nc1ccc(N2CCCC2)cc1	0.0	1.0	0.3	1.0	1.3	11	20	1.0	83.8	0.0	95.0
COCCOC(=O)C1=C(C)N=C2SCCC(=O)N2C1c1cccs1 (stereo not given)	0.0	-2.0	2.1	2.0	2.9	15	8	1.0	100.3	-1.0	100.7
CC(c1nnc(SCC(=O)c2c(N)n(C)c(=O)n(C)c2=O)n1-c1ccc(Cl)cc1)N(C)C (stereo not given)	-16.0	-9.0	0.9	-10.0	4.2	34	7	-8.0	91.2	-1.0	90.8
NC(=O)C1CCN(C(=O)CC2(CC(=O)O)CCCCC2)CC1	-2.0	-2.0	0.2	-3.0	0.8	11	6	-1.0	93.9	4.0	97.3
O=C(NCc1ccccc1)c1cc(-c2cccs2)on1	1.0	-7.0	0.5	-9.0	2.5	42	14	-6.0	101.4	0.0	103.0
CC(=O)c1ccc(NC(=O)CSC(=S)N2CCCC2)cc1	-4.0	-5.0	0.8	-7.0	22.7	10	11	-5.0	101.2	-3.0	102.2
CCCN1C[C@H](CSC)C[C@@H]2c3cccc4[nH]cc(c34)C[C@H]21	0.0	0.0	2.4	-1.0	10.4	21	8	0.0	93.3	-2.0	94.1
CCCNC(=O)CCC(NS(=O)(=O)c1ccc(C)cc1)C(=O)NCCC (stereo not given)	-3.0	-2.0	0.2	0.0	0.8	18	7	-2.0	104.7	-3.0	105.0
Cc1ccccc1NC(=O)c1ccc(NC(=O)C2CC(=O)OC23CCCCC3)cc1 (stereo not given)	4.0	-3.0	0.6	-1.0	15.1	19	9	4.0	101.0	6.0	?
CCn1ncc(CNC(=O)CCSc2nc(-c3ccco3)cc(C(F)(F)F)n2)c1C	-5.0	3.0	0.6	8.0	10.5	17	6	-19.0	98.3	-7.0	104.2
O=P(c1ccccc1)(c1ccccc1)C(c1ccco1)N1CCOCC1 (stereo not given)	-3.0	-8.0	0.7	-5.0	2.2	16	9	-5.0	101.2	0.0	99.4
O=C1c2c(O)cc(O)cc2O[C@H](c2ccc(O)c(O)c2)[C@H]1O	-1.0	1.0	.	0.0	0.8	66	7	0.0	98.9	-2.0	102.7
O=C(CSCc1ccc([N+](=O)[O-])cc1)NC1CC2CCC1C2 (stereo not given)	-6.0	-3.0	0.5	-5.0	0.7	12	11	-7.0	100.1	-2.0	93.5
CSc1nc(Sc2ccccc2Cl)c2ccccc2n1	-3.0	-4.0	0.0	-3.0	0.2	14	31	-4.0	101.9	-2.0	100.3
CC1=NN(C(=O)COc2ccc(C)c(C)c2)C(O)(c2ccc(Cl)cc2)C1 (stereo not given)	0.0	1.0	0.2	-1.0	4.1	23	16	-3.0	102.0	0.0	99.7

Record cards, as listed above. Values in the order: Bcl-XL Bim block | Bcl-2 Bim block | ABCB1 inh | Bim-Bfl-1 | ABCG2 block | GSH fluor | Avidin bead fluor | Bim-Bcl-B | RGS4-Gao reg | Bcl-W Bim block | RGS7-Gao reg
Results for O=C1c2c(O)cc(O)cc2O[C@H](c2ccc(O)c(O)c2)[C@H]1O → -1.0 | 1.0 | . | 0.0 | 0.8 | 66 | 7 | 0.0 | 98.9 | -2.0 | 102.7
Results for NC(=O)C1CCN(C(=O)CC2(CC(=O)O)CCCCC2)CC1 → -2.0 | -2.0 | 0.2 | -3.0 | 0.8 | 11 | 6 | -1.0 | 93.9 | 4.0 | 97.3

Following part.
SMILES	Bcl-XL Bim block	Bcl-2 Bim block	ABCB1 inh	Bim-Bfl-1	ABCG2 block	GSH fluor	Avidin bead fluor	Bim-Bcl-B	RGS4-Gao reg	Bcl-W Bim block	RGS7-Gao reg
Cc1cc(OC(=O)c2c(Cl)cc(Cl)cc2Cl)nc(C)n1	-5.0	-7.0	0.0	-14.0	19.2	34	16	-8.0	99.9	1.0	99.2
CCCCn1c(SCC(=O)Nc2nnc(C(C)C)s2)nc2c1c(=O)n(C)c(=O)n2C	1.0	3.0	1.2	3.0	4.5	9	12	1.0	100.2	0.0	99.3
CC(C)CCc1noc(CN2CCC(CCN3CCCC3=O)CC2)n1	-6.0	2.0	0.5	1.0	4.5	13	7	-1.0	96.8	-2.0	94.5
CCc1cc(=O)[nH]c(-n2[nH]c(-c3ccccc3)cc2=O)n1	-2.0	0.0	-1.0	-6.0	-3.3	13	14	0.0	100.6	-2.0	102.6
O=C(NCCN1CCCCC1)c1ccco1	-10.0	-2.0	0.8	-1.0	2.9	15	8	-7.0	101.2	-5.0	100.4
CCOC(=O)Cc1csc(NC(=O)c2sc3nc4c(C)cc(C)cc4cc3c2N)n1	-3.0	-3.0	2.1	2.0	2.2	18	27	-12.0	95.5	-5.0	96.7
CC1C(=O)C(C)C(c2ccc([N+](=O)[O-])cc2)NC1c1ccc([N+](=O)[O-])cc1 (stereo not given)	-6.0	-5.0	0.5	-9.0	1.0	15	13	-4.0	104.3	-2.0	101.2
COc1ccc(OC)c2sc(NC(=O)c3ccc(S(=O)(=O)N(C)C)cc3)nc12	-6.0	-13.0	-0.1	-13.0	-0.2	14	7	-10.0	95.5	-2.0	88.8
Cc1ccc(-n2c(SCn3nnc4ccccc4c3=O)nnc2-c2cccnc2)c(C)c1	-1.0	-5.0	4.4	-6.0	1.8	42	22	-1.0	120.5	-1.0	120.9
COc1ccc(/C=N\NC(=O)c2cccc([N+](=O)[O-])c2)cc1Cn1cc([N+](=O)[O-])cn1	0.0	0.0	-0.3	-1.0	5.3	19	11	0.0	105.5	2.0	107.6
Cc1ccc(OCCSCc2nnc(NC(=O)Nc3cccc(Cl)c3)s2)cc1	-11.0	-3.0	-0.4	-2.0	-3.0	10	14	-9.0	90.5	-7.0	97.0
Cc1ccc(C)c(S(=O)(=O)N2CCN(C(=O)c3cnccn3)CC2)c1	0.0	-3.0	0.5	-2.0	1.4	25	11	0.0	99.5	-3.0	98.2
COc1ccc(C(=O)NCCSc2ccccc2)cc1OC	-2.0	0.0	-0.4	-2.0	9.0	9	9	-1.0	102.0	-3.0	101.5
O=C(CSc1nnc(CNc2ccccc2)o1)c1ccc2c(c1)OCCO2	1.0	2.0	0.3	1.0	2.8	7	23	4.0	103.9	3.0	98.0
CCCc1[nH]nc2c1C1(CCN(C(=O)OCc3ccccc3)CC1)C(C#N)=C(N)O2	2.0	0.0	1.0	3.0	8.5	39	6	-1.0	94.0	-1.0	94.7
CCCC1C2C(=O)N(c3ccc(OC)cc3)C(=O)C2ON1c1ccccc1 (stereo not given)	-3.0	-7.0	0.1	-7.0	1.2	13	9	-2.0	84.3	3.0	99.2
CC1CCN(S(=O)(=O)c2ccc(C(=O)NCc3ccco3)cc2)CC1	-2.0	-6.0	-0.2	-1.0	2.2	18	11	1.0	102.4	-2.0	104.9
COc1cc(C(=O)N/N=c2/sc3ccccc3n2C)cc(OC)c1OC	-7.0	-3.0	0.3	-3.0	2.6	13	9	-8.0	99.5	-6.0	105.7
Oc1cc2ccccc2cc1-c1nnc2n1-c1ccccc1SC2	-8.0	-11.0	1.0	-5.0	4.0	54	5	-12.0	100.4	5.0	100.6
COc1cccc(C(C(=O)NCc2ccco2)N(C(=O)Cn2nnc3ccccc32)C2CC2)c1OC (stereo not given)	-2.0	-7.0	0.6	-12.0	2.8	14	10	-8.0	97.2	0.0	103.6
COc1ccccc1N1CCN(S(=O)(=O)c2cccc3nsnc23)CC1	0.0	-1.0	1.9	0.0	17.1	26	10	-2.0	99.3	0.0	100.7
O=C(Nc1ccc(Br)cc1)c1cnccn1	0.0	1.0	0.3	0.0	2.7	22	8	2.0	101.6	0.0	99.4
Cn1ccnc1SCC(=O)Nc1ccc(Cl)cn1	-2.0	1.0	-0.1	-2.0	-0.3	25	7	1.0	97.4	3.0	99.5
CC(C)c1nc2oc3ccccc3c(=O)c2c(=O)n1-c1ccccc1	0.0	0.0	0.9	0.0	3.1	12	38	0.0	103.6	4.0	104.1
Cc1cc(C)cc(N=c2c([N+](=O)[O-])nn(-c3ccc(Cl)cc3)n2O)c1	-1.0	1.0	0.8	-1.0	6.9	20	7	-7.0	93.6	1.0	100.0
CCOc1ccc(S(=O)(=O)Nc2cccc(N(C)S(C)(=O)=O)c2)cc1	-1.0	-1.0	0.8	0.0	3.0	23	15	1.0	100.9	0.0	100.7
CCOC(=O)N1CCN(C(=O)CSc2nnc(-c3cccc(OC)c3)o2)CC1	-10.0	-13.0	0.9	-16.0	35.1	18	33	-9.0	102.7	-4.0	103.2
O=C(N/N=C\c1ccc(O)c([N+](=O)[O-])c1)c1ccccc1-n1cccc1	-1.0	0.0	-0.3	-1.0	-0.3	10	1	3.0	75.9	-1.0	100.8
CC(=O)Nc1nc(CC(C)C)cc(-c2ccco2)c1C#N	0.0	2.0	0.1	0.0	0.3	21	57*	0.0	104.8	0.0	108.9
CCOc1ccc(Br)cc1CNCCN1CCOCC1	-3.0	0.0	1.2	0.0	8.0	10	9	-1.0	92.7	-2.0	95.3
CCOC(=O)c1c(NC(C)=O)sc2c(O)cccc12	-6.0	22.0	0.0	2.0	0.0	17	6	-11.0	103.8	-3.0	101.3
CN1C(=O)/C(=C2\SC(=S)N(CC3CCCO3)C2=O)c2ccccc21 (stereo not given)	0.0	-2.0	0.5	-7.0	3.0	17	9	-8.0	103.4	4.0	102.5
COc1ccc(N2CCN(Cc3nc4cc(Cl)ccc4c(=O)[nH]3)CC2)cc1	-1.0	0.0	0.3	-2.0	5.1	14	10	1.0	101.9	2.0	?
O=C1N2CCSC2=NC1(Nc1nccs1)C(F)(F)F (stereo not given)	-2.0	-2.0	0.2	0.0	0.6	16	15	0.0	103.2	-1.0	98.4
